# hcGAS lum: inhibitors of human cGAS; recombinant h-cGAS, ATP depletion, Kinase-Glo luminescence; AID 1259398; inhibition, % at 12.5 µM; hit rate 0.081% among 290,000;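 note: 0% = vehicle reaction and 100% = reaction without DNA for no activity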
# Target sequence (Q8N884 whole entry, looked up): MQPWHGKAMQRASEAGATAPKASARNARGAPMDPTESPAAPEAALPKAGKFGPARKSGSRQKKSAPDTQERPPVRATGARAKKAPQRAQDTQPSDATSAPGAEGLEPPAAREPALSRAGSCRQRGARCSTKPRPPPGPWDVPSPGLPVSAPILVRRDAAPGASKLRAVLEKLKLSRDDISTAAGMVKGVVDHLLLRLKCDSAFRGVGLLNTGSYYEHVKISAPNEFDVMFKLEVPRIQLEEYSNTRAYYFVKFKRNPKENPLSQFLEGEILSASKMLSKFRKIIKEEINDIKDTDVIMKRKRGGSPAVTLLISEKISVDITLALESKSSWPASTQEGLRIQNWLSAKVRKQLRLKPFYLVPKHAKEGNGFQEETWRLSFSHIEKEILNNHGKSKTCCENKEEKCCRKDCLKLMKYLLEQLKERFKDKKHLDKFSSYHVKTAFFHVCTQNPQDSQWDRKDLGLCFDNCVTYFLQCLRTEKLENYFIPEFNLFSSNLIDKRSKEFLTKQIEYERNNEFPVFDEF
# NPYLR7 ag: activates Aedes aegypti NPYLR7 receptor; HEK293T NPYLR7/Galpha15, GCaMP6s calcium fluorescence; activation, % at 10 µM; hit rate 0.15% among 270,000; AID 1259423; in the data active = activation above about 40%;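 note: 0% = vehicle and 100% = reference agonist at the receptor; some compounds past the cut are filed as inactive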
# mcGAS lum: mouse cGAS inhibition by luminescence; AID 1259399; inhibition, % at 12.5 µM; Q8C6L5; hit rate 0.15% among 160,000; recombinant cGAS, Kinase-Glo ATP depletion luminescence;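 note: 0% = negative control wells and 100% = reference inhibitor with no enzyme activity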
# Starred values were filed as active, the others as inactive; · = no result given. Cut-off read from the data, not from the text of the source, unless noted: active = inhibition above about 40%; inactive = the rest.
# Every second line gives: hcGAS lum, NPYLR7 ag, mcGAS lum
O=C(NCc1ccccc1Cn1cccn1)C1CCC(=O)N(CCN2CCOCC2)C1 (stereo not drawn)
 : -2, 4, ·
COc1ccc(C(=O)Nc2c(C)nc3c(C)cccn3c2=O)cc1OC
 : -16, 4, ·
CN1CCn2nc(C(=O)N[C@@H](Cc3ccccc3)C(N)=O)cc2C1
 : -9, 26, -11
COc1ccc(CC(=O)N(Cc2ccc(OC)c(OS(C)(=O)=O)c2)C(C)C)cc1
 : -6, 0, -4
CCCCC(=O)Nc1c(-c2ccc(OC)c(OC)c2)nc2ccc(C)cn12
 : -5, -5, -7
Cc1ccccc1-n1cc(CN(C)C(=O)Cn2cccnc2=O)cn1
 : -7, -8, ·
CC(C)(C)CCNC(=O)CS(=O)(=O)c1ccccc1Cl
 : -7, 6, ·
Cc1ccc(F)cc1-n1ccnc1C1CCOC1 (stereo not drawn)
 : -5, 0, ·
COc1ccccc1COn1c(=O)c(-c2cccc(Cl)c2)[n+]([O-])c2ccccc21
 : -5, -10, ·
Cc1nc2n(n1)C(=O)C(C(c1ccco1)N1CCN(C)CC1)S2 (stereo not drawn)
 : 0, 4, -4
Cc1ccc2[nH]c(C(=O)N3CCC(n4nccc4NC(=O)CC(C)C)CC3)cc2c1
 : -6, 14, -8
Cc1ccc2nc(NC(=O)CSc3nnc4ccc(-c5ccncc5)nn34)sc2c1
 : -5, -13, -7
CC(NC(=O)c1cccs1)C(=O)NC(C)C(=O)N1CCCC1 (stereo not drawn)
 : -9, -1, -13
Cc1ccc(-c2cc(O)c3c(c2)CN(C(=O)Cn2cccnc2=O)CCO3)cc1
 : -7, 2, ·
COc1ccc(C(O)C(=O)N2CCC(N3CCSCC3)CC2)cc1 (stereo not drawn)
 : 2, 0, ·
COc1ccc(C2Nc3cccc4cccc(c34)N2)cc1OCc1ccccc1
 : -1, 1, -6
Cc1ccc(Cn2nnc3c(SCc4cccnc4)ncnc32)cc1
 : -7, 12, -4
CC(C(=O)NC1CCCC1)N1CCC(c2cc(-c3ccco3)n[nH]2)CC1 (stereo not drawn)
 : -3, 13, -13
CCOc1c(C)cc(-c2ncccc2O)cc1C
 : -5, 2, ·
CCn1c(C2CCCN(Cc3cn[nH]c3C3CCCCC3)C2)n[nH]c1=O (stereo not drawn)
 : 4, 0, -9
CC1CN(C(=O)C(C)(C)c2cccc(C#N)c2)CC1N1CCOCC1 (stereo not drawn)
 : -8, 9, -18
CCOC(=O)c1c(C)[nH]n2c(=O)cc(CN(C)C(C)C3CC3)nc12 (stereo not drawn)
 : 0, -8, ·
Cc1nc2c(c(N3CCN(c4cccc(Cl)c4Cl)CC3)n1)CNC2
 : -7, 17, -17
COc1ccc(-c2nccn2CCN2CCCCC2CO)c(C)c1C (stereo not drawn)
 : -4, 27, ·
CN1CCCC(NC(=O)C2c3ccccc3Oc3ccccc32)C1 (stereo not drawn)
 : -7, 5, -16
Cc1cc(C)c2c(-c3ccc(F)cc3)c(C#N)c(=O)n(C)c2n1
 : -2, -2, -6
Cc1nc2c(o1)CCc1ccccc1C2O (stereo not drawn)
 : 3, -1, ·
COc1cc(C#N)ccc1OCCCC(=O)N1CCCc2cc(F)c(F)cc21
 : -6, 4, -6
COCCNC(=O)c1ccc(CSc2nnc(-c3ccco3)n2-c2ccccc2OC)cc1
 : -4, 8, -4
CCCCCCCCS(=O)(=O)N1CCC[C@@H]1C(=O)NC1CCC(NC(=O)c2ccccc2)CC1 (stereo partly drawn)
 : -4, 22, -5

# Just hcGAS lum (two entries from above):
mol	hcGAS lum
Cc1ccc(-c2cc(O)c3c(c2)CN(C(=O)Cn2cccnc2=O)CCO3)cc1	-7
Cc1ccccc1-n1cc(CN(C)C(=O)Cn2cccnc2=O)cn1	-7

# Other structures:
# Every second line gives: hcGAS lum, NPYLR7 ag, mcGAS lum
CCOC(=O)c1ccc2c(c1)nc(SCc1ccccc1Cl)n2CCOC
 : -7, 2, -6
Cc1ccc(S(=O)(=O)Nc2cccnc2Cl)s1
 : -3, 9, ·
COC(=O)C1=C(C)N(C)C(=O)NC1c1ccc([N+](=O)[O-])s1 (stereo not drawn)
 : -3, 3, -3
Cc1noc(C)c1CCC(=O)NC1CCCN(c2ccc(C(F)(F)F)cn2)C1 (stereo not drawn)
 : -13, 4, ·
C=CCOCC(CC)(COCC=C)COC(=O)N1CCC2(CC1)CC(=O)c1cc(Cl)c(C)cc1O2
 : -9, -6, ·
CCSc1nnc(SCc2cc(=O)oc3cc4c(cc23)CCC4)s1
 : 0, 6, -1
CN(C)S(=O)(=O)c1ccc2c(c1)CCN2C(=O)C12CCC(=O)N1c1ccccc1S2 (stereo not drawn)
 : -6, 4, ·
CCCNC(=O)NC(C)C1c2cc(OC)c(OC)cc2CCN1Cc1cccc(C)c1 (stereo not drawn)
 : -8, 2, -9
CCC(C)NC(=O)C(C)NC(=O)NC/C=C/c1ccccc1 (stereo not drawn)
 : -1, 2, 5
Cc1nc(NC(=O)CCCNC(=O)OCc2ccccc2)n[nH]1
 : -2, -1, -2
CC(C)NC(=O)N(Cc1cccc(Cl)c1)CC1CC(c2ccccc2Cl)=NO1 (stereo not drawn)
 : -5, 9, -5
CNC(=O)[C@@]1(OCc2ccccc2F)CC(OCc2cccc(OC(F)(F)F)c2)[C@H](O)[C@H](O)C1 (stereo partly drawn)
 : -3, 5, -3
O=C(NCc1ccncc1)C1CNCCN1C(=O)C1CCCCCC1 (stereo not drawn)
 : -11, 3, -14
O=C(Cc1csc(Nc2cccc(C(F)(F)F)c2)n1)NCC1CCCO1 (stereo not drawn)
 : -7, 8, ·
CC(C)(C)C(=O)[C@@H]1[C@@H]2C(=O)N(C3CCCCC3)C(=O)[C@@H]2[C@H]2C=CC=NN21
 : 5, 1, ·
Cc1ccc(NC2CCCN(C(=O)c3scnc3C)C2)cc1C (stereo not drawn)
 : -8, 20, ·
CCN(CC)C(=O)c1sc(NC(=O)c2ccc3c(c2)OCO3)c(C(=O)OC(C)C)c1C
 : -2, -4, -4
CC(C)N(CC(=O)N(CCc1c[nH]c2ccccc12)Cc1ccc(C(F)(F)F)cc1)C(=O)c1ccc(Br)cc1
 : 0, 19, -4
CCCCCCCC(=O)N(CC)CC(=O)N1CC(=O)N(c2ccc(Cl)cc2)C1
 : -4, -7, -3
COCc1nnc(C(=O)N2CCC(O)(CN3CCCC3)CC2)o1
 : -12, 4, ·
CCC1CN(C(=O)CCC(=O)c2ccc(F)cc2)Cc2ccc(Cl)cc2O1 (stereo not drawn)
 : -6, 20, -13
C=CCN(CC(=O)N1CCc2sccc2C1c1ccc(C(C)(C)C)cc1)S(=O)(=O)c1ccc(OC)cc1 (stereo not drawn)
 : -2, 23, -6
CN(Cc1ccccc1)C1(C(=O)N[C@H]2CCCCNC2=O)Cc2ccccc2C1
 : -4, 17, ·
CCCCC(O)C1CCN(Cc2scnc2C)CC1 (stereo not drawn)
 : -20, ·, -6
COc1cn(CC(=O)Nc2ccccc2F)c(CN2CCC(C)CC2)cc1=O
 : -4, -1, -10
O=S(=O)(/C=C/c1ccccc1)Nc1c(F)cccc1F
 : 3, -9, ·
Cc1nc(CCNS(=O)(=O)NCc2ccccc2)sc1C
 : -4, 17, ·
O=C(Nc1ccccc1)c1ccc(N(CCO)CC2CC2)nn1
 : -5, 1, -15
N[C@@H](Cn1ccc(=O)n(Cc2ccccc2C(=O)O)c1=O)C(=O)O
 : -4, 3, ·
C=CCCC(=O)N1[C@@H](c2ccco2)[C@@H](C(=O)NC)C[C@]12CCCCN(C)C2=O
 : 0, 5, -6
CC(C)c1ccccc1OCC(O)CN1CCN(S(=O)(=O)c2ccc(F)cc2)CC1 (stereo not drawn)
 : -3, 9, -6
CCN(Cc1cnn(CC)c1)C(=O)[C@@H]1C[C@@H](O)CN1C1CCNCC1
 : -11, ·, -6
CCCn1c(=O)c2c(nc3n2CCCN3c2ccc(C)cc2)n(C)c1=O
 : -9, 3, -2
OCC1(Cc2cccc(C(F)(F)F)c2)CCN(c2ccc3ccccc3n2)CC1
 : -8, 13, -17
Cn1nccc1-c1coc2c(C(=O)NCC3CCOCC3)cccc12
 : -7, 4, -7
O=C(c1ccccc1OC(F)(F)F)N1CC(=O)N2CCc3ccc(Cl)cc3C2C1 (stereo not drawn)
 : -11, 28, -7
CCn1c(C)c(C)n2c3c(=O)n(Cc4ccc(C)cc4)c(=O)n(C)c3nc12
 : -2, -2, ·
CCOc1ccc(S(=O)(=O)N2CCOCC2)cc1NC(=O)CCl
 : -2, -7, ·
CC(=O)N[C@H]1CCN(c2ccnc(C(=O)NCc3ccccn3)c2)C1
 : -5, 8, ·
Cc1ccc(C(=O)N2CCCN(Cc3cccs3)CC2)c(=O)[nH]1
 : -4, 12, -16
COCCNC(=O)Cn1c(=O)n(-c2ccc(F)cc2F)c(=O)c2ccc(Cl)cc21
 : -1, 25, -10
CN1C(=O)NC(c2ccccc2C(F)(F)F)C2=C1CN(CC(=O)Nc1ccc(Oc3ccccc3)cc1)C2=O (stereo not drawn)
 : -6, 1, -4
Cc1cnccc1N1CCN(S(=O)(=O)NCc2ccccc2)CC1
 : -10, ·, -14
CN1CCN(c2cc(C(F)(F)F)nc(SCc3ccc(C(=O)NCc4ccncc4)cc3)n2)CC1
 : -1, -11, 0
CC(=O)Oc1cccc(C(=O)N2CCC(c3nc(-c4c(Cl)cccc4Cl)no3)CC2)c1C
 : -10, 5, -8
COCC(=O)N1CCC(Oc2ccc(C(=O)NCCc3nc(C)cc(C)n3)cc2)CC1
 : -12, 7, ·
Cc1ccc(S(=O)(=O)NC(=O)C2(C)CCN2C(=O)c2ccccc2CCc2ccccc2)nc1 (stereo not drawn)
 : -5, 3, ·
Clc1ccc(Cc2nc(CSCc3ccccc3Cl)cs2)cc1Cl
 : -5, 23, -5
CN(C)C(=O)N1CCN(C(=O)c2ccc(S(=O)(=O)N3CCCCC3)o2)CC1
 : -5, 13, ·
COc1ccc(Cl)c2sc(N(CCN(C)C)C(=O)c3ccccc3)nc12
 : -4, 11, ·
CCn1ncc(CN(C)CC2CCCN(CCc3ccccc3OC)C2)c1C (stereo not drawn)
 : -9, 7, ·
COC(=O)[C@@H]1C[C@@H](N(C)C)CN1C(=O)c1ccc(C(C)C)n(C)c1=O
 : -2, ·, -9
Cc1ccc(NC(=O)Cc2nc(-c3ccc4c(c3)CCO4)cs2)c(C)c1
 : 2, -3, ·
O=C(CN1CCCC1c1cccc(Br)c1)N1CCc2ccccc2C1 (stereo not drawn)
 : -1, 9, ·
CN(Cc1cn[nH]c1-c1ccc(F)cc1)Cc1c(Cl)cncc1Cl
 : -7, 16, -9
COCCN1CCCC2(CCN(C(=O)c3scc4c3OCCO4)C2)C1=O (stereo not drawn)
 : -3, 12, ·

# Whole records as entered above. Order of values: hcGAS lum, NPYLR7 ag, mcGAS lum
# `Cc1ccc(S(=O)(=O)NC(=O)C2(C)CCN2C(=O)c2ccccc2CCc2ccccc2)nc1` (stereo not drawn) as listed: -5, 3, ·
# `CCn1ncc(CN(C)CC2CCCN(CCc3ccccc3OC)C2)c1C` (stereo not drawn) as listed: -9, 7, ·
# `CCN(Cc1cnn(CC)c1)C(=O)[C@@H]1C[C@@H](O)CN1C1CCNCC1` as listed: -11, ·, -6
# `O=C(CN1CCCC1c1cccc(Br)c1)N1CCc2ccccc2C1` (stereo not drawn) as listed: -1, 9, ·
# `Clc1ccc(Cc2nc(CSCc3ccccc3Cl)cs2)cc1Cl` as listed: -5, 23, -5

# Some of the entries so far, in CSV form:
structure,hcGAS lum,NPYLR7 ag,mcGAS lum
CCN(Cc1cnn(CC)c1)C(=O)[C@@H]1C[C@@H](O)CN1C1CCNCC1,-11,·,-6
CCCn1c(=O)c2c(nc3n2CCCN3c2ccc(C)cc2)n(C)c1=O,-9,3,-2
OCC1(Cc2cccc(C(F)(F)F)c2)CCN(c2ccc3ccccc3n2)CC1,-8,13,-17
Cn1nccc1-c1coc2c(C(=O)NCC3CCOCC3)cccc12,-7,4,-7
O=C(c1ccccc1OC(F)(F)F)N1CC(=O)N2CCc3ccc(Cl)cc3C2C1 (stereo not drawn),-11,28,-7
CCn1c(C)c(C)n2c3c(=O)n(Cc4ccc(C)cc4)c(=O)n(C)c3nc12,-2,-2,·

# Screens deposited in PubChem BioAssay by Fisher Drug Discovery Resource Center.
